Source: PubChem BioAssay (several laboratories)
Cdc25B inh: human M-phase inducer phosphatase 2 inhibition. recombinant Cdc25B, OMFP fluorescence Ex485/Em525. 65,000 tested, 0.1% active. inhibition, %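 (compounds tested at 10 µM final in the well)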. AID 368; in the data active = inhibition above about 50%
Target sequence (P30305 whole entry, looked up): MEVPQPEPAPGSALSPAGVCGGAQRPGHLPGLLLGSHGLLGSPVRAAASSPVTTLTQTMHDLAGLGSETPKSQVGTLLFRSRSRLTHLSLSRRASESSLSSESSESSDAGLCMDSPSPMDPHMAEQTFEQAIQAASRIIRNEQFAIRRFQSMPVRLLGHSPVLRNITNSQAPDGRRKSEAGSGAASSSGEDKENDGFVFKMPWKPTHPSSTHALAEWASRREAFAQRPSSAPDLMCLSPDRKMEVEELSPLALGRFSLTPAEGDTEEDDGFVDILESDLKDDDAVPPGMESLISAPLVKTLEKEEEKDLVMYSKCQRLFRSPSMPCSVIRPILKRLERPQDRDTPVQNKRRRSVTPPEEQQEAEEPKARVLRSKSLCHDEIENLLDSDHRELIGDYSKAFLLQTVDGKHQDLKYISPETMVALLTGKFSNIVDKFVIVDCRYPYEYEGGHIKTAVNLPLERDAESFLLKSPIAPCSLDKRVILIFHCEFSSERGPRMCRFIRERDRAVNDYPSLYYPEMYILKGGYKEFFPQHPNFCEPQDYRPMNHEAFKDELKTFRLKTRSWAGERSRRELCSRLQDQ
RORA act: activators of human nuclear receptor RORA. activation, % at 10 µM. P35398. CHO-K1 Gal4-RORA LBD luciferase reporter, luminescence; percent increase over mock-subtracted basal signal. 65,000 tested, 1.5% active;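 active = activation above the mean of all tested compounds plus 3 SD, cut at about 49% in these data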;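 also: 0% = DMSO-treated RORA cells and 100% = added signal equal to DMSO minus mock-transfected cells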
D1 allo mod: allosterically modulates the human D1 dopamine receptor | B-score at 10 µM | HEK293 D1, CRE-luciferase, dopamine EC30 potentiation; actives deviate in either direction | 58,000 tested, 5.9% active;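 active = luminescence count or its row- and column-corrected plate score outside the 99.7% band of the plate's sample wells, on either side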
HER2 expr 66K: inhibitors of human Her2 kinase expression; HER2 level % of control, % at 10 µM; AID 645; P04626; SKBR-3 HER2 protein level, AlphaScreen, 18-24 h; hits give low values; 65,000 tested, 0.69% active;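 active = HER2 level under 5% of the carrier-only control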;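 also: 100% = DMSO carrier and 0% = 500 nM PU-H71 HSP90 inhibitor; lower value means stronger loss of Her2 protein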
Hsp90 inh: displaces geldanamycin probe from tumor Hsp90. P07900. NCI-N417 lysate Hsp90, Cy3B-geldanamycin FP displacement. inhibition, % at 30 µM. 64,000 tested, 0.35% active;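 active = inhibition above 50%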;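 also: 0% = tracer plus lysate wells and 100% = tracer alone without lysate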
DUSP1 inh: human dual specificity phosphatase 1 inhibition; recombinant MKP-1, OMFP hydrolysis fluorescence; inhibition, %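 (compounds tested at a single concentration somewhere between 10 and 100 µM)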; 65,000 tested, 0.15% active;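 active = inhibition above about 50%, limit read from the data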;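 also: 0% = DMSO max control wells and 100% = wells with enzyme stopped by NaOH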
FXIIa inh mix: blocks human factor XIIa in pooled compound mixtures. purified FXIIa, fluorogenic substrate. 62,000 tested, 0.2% active. P00748. inhibition, % at 5 µM; in the data active = inhibition above about 20%, passing the limit was not always enough;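 also: 0% = enzyme without compound and 100% = no enzyme blank; some results filed as inactive read as strong as hits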
TNAP act mid DEA: activates human TNAP at intermediate phosphate acceptor concentration | 64,000 tested, under 10 active | activation factor at 20 µM | purified TNAP, CDP-star luminescence, 100 mM DEA, 30 min; hits give high values; scale: 0 levamisole-inhibited, 1 vehicle-only enzyme | P05186;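 active = activation factor of at least 2 at 20 µM, relative to controls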
Target sequence (P05186 whole entry, looked up): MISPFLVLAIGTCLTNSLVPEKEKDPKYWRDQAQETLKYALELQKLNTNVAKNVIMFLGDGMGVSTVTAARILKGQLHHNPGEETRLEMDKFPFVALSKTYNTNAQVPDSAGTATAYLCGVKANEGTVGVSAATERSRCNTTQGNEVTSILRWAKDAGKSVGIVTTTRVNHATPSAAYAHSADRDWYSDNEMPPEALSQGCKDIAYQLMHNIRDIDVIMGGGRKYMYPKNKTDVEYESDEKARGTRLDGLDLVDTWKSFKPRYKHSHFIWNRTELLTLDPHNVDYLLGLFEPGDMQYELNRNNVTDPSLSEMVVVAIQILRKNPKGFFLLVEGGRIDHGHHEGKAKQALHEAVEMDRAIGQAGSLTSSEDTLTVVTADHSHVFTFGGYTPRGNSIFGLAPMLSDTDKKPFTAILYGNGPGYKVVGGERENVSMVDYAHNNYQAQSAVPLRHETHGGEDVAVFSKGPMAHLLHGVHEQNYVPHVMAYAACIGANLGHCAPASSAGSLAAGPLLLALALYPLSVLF
SF1 activator: SF-1 (human) activation | Q13285 | CHO-K1 Gal4-SF-1 LBD luciferase reporter; % increase over DMSO SF-1-specific signal | activation, % at 10 µM | 65,000 tested, 1.9% active;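 active = activation above the mean activation of all tested compounds plus 3 SD, cut at about 50% in these data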
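Assay system – CHO-K1 cells with Gal4–hSF-1 LBD chimera plus Gal4-driven luciferase · Quantity – 4,000 cells per well · Times – compound added 1 h post-seeding, 20 h exposure at 37 °C, 5% CO2 · Measured by – luciferase light emission · Benchmarks – DMSO and mock-transfected background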
* marks the source's active call; other numbers are inactive results; / = no result given.

SMILES | Cdc25B inh | RORA act | D1 allo mod | HER2 expr 66K | Hsp90 inh | DUSP1 inh | FXIIa inh mix | TNAP act mid DEA | SF1 activator
CCOC(=O)CNC(=O)CSc1nc(N(C)C)nc(N2CCOCC2)n1 | -12 | -10 | 0.65 | 62 | -1 | -6 | 7 | 0.9 | 2
CC(=O)c1cccc(NC(=O)NC(C)c2ccncc2)c1 (configuration not stated) | -11 | -4 | / | 107 | -1 | 15 | -3 | 0.9 | -2
Cc1ccc(C(C(=O)NC2CCCCC2)N2CCCC2)cc1 (configuration not stated) | -15 | -11 | -0.75 | 14 | / | 11 | -2 | 1 | -5
c1ccc(-n2ncc3c2ncn2nc(-c4ccco4)nc32)cc1 | 8 | 28 | -0.022 | 48 | -9 | 22 | 0 | 0.9 | 38
COc1nc(-c2ccccc2)cc(-c2ccc(OC)c(OC)c2)n1 | -3 | 13 | 1.1 | 95 | -1 | 20 | 5 | 1 | 27
Cc1cc(N2CC(C(=O)O)CC2=O)ccc1Br (configuration not stated) | 4 | -14 | 1 | 91 | 0 | 3 | -7 | 0.9 | -3
COc1cc(C(=O)O)ccc1OC(C)=O | 1 | 3 | 0.34 | 104 | 2 | 0 | 4 | 1 | 2
Cc1ccc(NC(=O)CCCCCC2NC(=O)NC2C)cc1 (configuration not stated) | -2 | -4 | 0.13 | 92 | -3 | 5 | 2 | 1.1 | -9
CC1(C)C(c2ccc(Cl)cc2)=[N+]([O-])C2(CCCC/C2=N\O)N1O (configuration not stated) | -8 | -8 | 0.25 | 105 | 1 | 5 | 8 | 0.9 | -17
CC(=O)Cn1c(CN2CC(C)CC(C)C2)nc2c1c(=O)n(C)c(=O)n2C (configuration not stated) | -6 | -5 | 0.27 | 101 | -4 | -24 | 1 | 0.9 | -2
Cc1cc(C(F)F)n2nc(C(=O)NCc3ccccc3F)nc2n1 | -18 | 1 | 0.27 | 93 | -1 | 11 | 5 | 0.9 | -12
CCCCNCCOCCOc1ccc(F)cc1 | -9 | -11 | -0.17 | 118 | -4 | 1 | 13 | 1 | -12
COC(=O)C1C(=O)C2=C(CC1C)NC(C)=C(C(=O)OC1CCCC1)C2c1ccc(N(C)C)cc1 (configuration not stated) | -12 | -6 | 1.2 | 84 | -3 | 18 | 2 | 0.9 | 0
Cc1cccc(OCC(=O)N2CCN(C(=O)CCC3CCCC3)CC2)c1 | -15 | -6 | -0.58 | 135 | -4 | -8 | -17 | 0.9 | 14
Cc1ccc(-c2nn(C)c(=O)c3ccccc23)cc1S(=O)(=O)NCCO | 13 | -6 | 4.1* | 76 | -8 | 14 | 7 | 0.9 | -3
Cc1noc(C)c1S(=O)(=O)Nc1ccc(C(=O)NCc2ccccc2)cc1 | 2 | 16 | -0.15 | 95 | 0 | -8 | 8 | 0.9 | -12
Cn1cccc1Cc1nnc(SCC(=O)Nc2ccccc2)n1-c1ccc(F)cc1 | -8 | -4 | 0.14 | 88 | -2 | -1 | 2 | 1 | -10
COC(=O)N1CCN(c2ccc(OC)cc2)CC1 | -2 | -2 | 0.18 | 90 | -3 | 2 | 2 | 0.9 | -8
Cc1nn2c(=O)c(NC(=O)c3ccc(F)cc3)cnc2s1 | 3 | 3 | -0.45 | 50 | -9 | 4 | 13 | 1 | 12
O=C(NCC1CCCO1)C1CC(=O)N(c2ccc(F)c(Cl)c2)C1 (configuration not stated) | 3 | -1 | / | 73 | -1 | -3 | 0 | 1 | -7
O=C1NC2(CCCCC2)N=C1c1ccc(F)cc1 | -7 | -11 | 2.1 | 97 | 1 | 8 | 7 | 0.9 | -4
NC(=O)COC(=O)c1cc(S(=O)(=O)N2CCOCC2)ccc1N1CCCCC1 | -10 | -12 | -0.3 | 102 | -2 | -6 | 8 | 1 | 5
CCN1CCN(Cc2c(C)[nH]c3ccc(OC)cc3c2=O)CC1 | 3 | -16 | 0.23 | / | -4 | 0 | 10 | 0.9 | -20
CCOC(=O)/C(C(N)=NCc1ccco1)=C(/O)c1ccccc1 | 0 | 1 | -0.23 | 111 | -3 | -6 | 7 | 0.9 | -3
COc1ccc(S(=O)(=O)NC2CCCC2)cc1Br | -20 | -15 | 0.35 | 125 | -2 | -3 | 1 | 0.9 | -8

Shown as a hit in D1 allo mod, of those listed so far:
| Molecule | Cdc25B inh | D1 allo mod | HER2 expr 66K | DUSP1 inh | FXIIa inh mix | TNAP act mid DEA |
| --- | --- | --- | --- | --- | --- | --- |
| Cc1ccc(-c2nn(C)c(=O)c3ccccc23)cc1S(=O)(=O)NCCO | 13 | 4.1* | 76 | 14 | 7 | 0.9 |

Next part:
SMILES | Cdc25B inh | RORA act | D1 allo mod | HER2 expr 66K | Hsp90 inh | DUSP1 inh | FXIIa inh mix | TNAP act mid DEA | SF1 activator
CCN(c1ccccc1)S(=O)(=O)c1cccc(C(=O)O)c1 | -8 | 1 | 0.085 | 95 | -1 | 2 | 2 | 0.9 | -9
COc1ccccc1N1CCN(CCCCOc2ccc(F)cc2)CC1 | -20 | -32 | / | 162 | 0 | -15 | 10 | 0.9 | -13
CC(=O)NC(Cc1ccc(F)cc1)C(=O)N1CCN(C(=O)NCc2ccccc2)CC1 (configuration not stated) | -5 | 0 | 0.26 | 99 | 0 | 9 | -16 | 1 | 20
ON=Cc1cccn1-c1ccccc1 | -4 | 0 | -0.33 | 133 | 0 | 7 | 3 | 0.9 | -15
OC1(c2ccc(F)cc2)CCN(Cc2ccccc2)C1 (configuration not stated) | -5 | -3 | -1.8 | 93 | 1 | 17 | 4 | 1 | 10
COc1ccc(C(=O)c2sc(NC(C)C)nc2N)cc1OC | 20 | -21 | 4.4 | 77 | -5 | -17 | / | 1 | 1
CC(C)OCCCNc1ncc2c(n1)CC(c1ccc(N(C)C)cc1)CC2=O (configuration not stated) | 4 | 21 | 0.76 | 245 | 0 | 6 | 2 | 0.9 | 18
CCOc1cc(C(=O)NCC2CCCO2)cc(OCC)c1OCC (configuration not stated) | -1 | -6 | 0.82 | 164 | -3 | -13 | -1 | 0.9 | 7
CN(C1CCCCC1)S(=O)(=O)c1ccccc1 | -9 | -20 | -0.08 | 105 | -1 | 0 | -7 | 0.9 | -6
CCC(Oc1ccc2ccccc2c1)C(=O)O (configuration not stated) | -8 | 0 | 0.78 | 105 | -8 | -14 | 7 | 0.9 | 4
c1cnc(N2CCSCC2)nc1 | 0 | 36 | -0.042 | 110 | -3 | 11 | 5 | 1 | -11
N=c1ncn(CC(O)CN2CCOCC2)c2nc(N3CCOCC3)[nH]c12 (configuration not stated) | 25 | -8 | -0.14 | 158 | -7 | -8 | -12 | 0.9 | 0
COc1ccc(CNC(=O)c2ccc3nccnc3c2)cc1 | 7 | -1 | 0.62 | 96 | -3 | -38 | 0 | 0.8 | -1
c1ccc(Cc2nn[nH]n2)cc1 | -10 | -23 | 0.086 | 137 | -2 | -12 | / | 0.9 | -6
COC(=O)c1ccc(CSc2nc(C)nc3c2c(=O)n(C)c(=O)n3C)o1 | -6 | -6 | 2.8 | 112 | 0 | 10 | 7 | 1 | -4
COc1cc(NC(=O)Cc2nn(C)c(=O)c3ccccc23)cc(OC)c1 | -2 | -26 | -0.48 | 67 | -3 | 7 | -14 | 0.7 | -19
COc1cccc(CNC(=O)C2CCN(C(=O)N(C)C)CC2)c1 | -15 | -9 | 0.98 | 102 | -1 | -7 | 2 | 0.9 | 3
O=C(Cn1cc2c(n1)CCCCC2)N1CCCCC1 | -2 | 22 | 0.22 | 109 | -2 | -2 | 6 | 0.9 | 33
COc1ccc(-c2[nH]c(-c3ccc(F)cc3)nc2SCC(=O)NCc2ccco2)cc1OC | -10 | 10 | -2.1 | 99 | -4 | -5 | -1 | 0.9 | -6
c1cncc(-c2nnc3sc(-c4ccco4)nn23)c1 | 10 | 2 | 0.57 | 81 | -8 | -8 | 9 | 0.8 | -5
COc1cccc2c(=O)c(C(=O)NCc3cccs3)c[nH]c12 | -2 | 26 | -1 | 93 | 0 | -3 | 3 | 0.8 | 119*
O=C(CSc1nnc(-c2ccc(O)cc2)n1Cc1ccco1)N1CCc2ccccc2C1 | 0 | 2 | 0.86 | 83 | -4 | 1 | 3 | 1 | 7
O=C(NCCCN1CCN(Cc2ccccc2)CC1)C1CCN(S(=O)(=O)N2CCCC2)CC1 | -26 | -15 | -0.62 | 96 | -2 | -7 | 2 | 1 | 0
c1cnc(-c2nnc3n2CCCCC3)cn1 | -8 | -7 | -0.4 | -16* | -4 | -13 | 2 | 1 | -1
O=C(NCc1ccccn1)c1c(O)c2cccc3c2n(c1=O)CC3 | 0 | -4 | -1.5 | 97 | -1 | -15 | 2 | 0.9 | -7

5 entries already listed, arranged by molecular weight, smallest number first.
SMILES | Cdc25B inh | RORA act | D1 allo mod | HER2 expr 66K | Hsp90 inh | DUSP1 inh | FXIIa inh mix | TNAP act mid DEA | SF1 activator
COc1ccc(CNC(=O)c2ccc3nccnc3c2)cc1 | 7 | -1 | 0.62 | 96 | -3 | -38 | 0 | 0.8 | -1
COc1cccc2c(=O)c(C(=O)NCc3cccs3)c[nH]c12 | -2 | 26 | -1 | 93 | 0 | -3 | 3 | 0.8 | 119*
N=c1ncn(CC(O)CN2CCOCC2)c2nc(N3CCOCC3)[nH]c12 (configuration not stated) | 25 | -8 | -0.14 | 158 | -7 | -8 | -12 | 0.9 | 0
COC(=O)c1ccc(CSc2nc(C)nc3c2c(=O)n(C)c(=O)n3C)o1 | -6 | -6 | 2.8 | 112 | 0 | 10 | 7 | 1 | -4
O=C(NCCCN1CCN(Cc2ccccc2)CC1)C1CCN(S(=O)(=O)N2CCCC2)CC1 | -26 | -15 | -0.62 | 96 | -2 | -7 | 2 | 1 | 0

The list goes on:
SMILES | Cdc25B inh | RORA act | D1 allo mod | HER2 expr 66K | Hsp90 inh | DUSP1 inh | FXIIa inh mix | TNAP act mid DEA | SF1 activator
COc1ccc(-c2nnc(SCC#CCO)o2)cc1OC | 4 | 6 | 15* | 73 | 13 | -6 | 1 | 0.9 | -1
CCOC(=O)CSc1nnc(CNC(=O)c2ccc(OC)cc2OC)n1C | -3 | -1 | -1.1 | 83 | -1 | 4 | 0 | 0.9 | -12
COc1ccc(C)cc1S(=O)(=O)N(CC(=O)N1CCOCC1)Cc1ccccc1 | -3 | 3 | -0.18 | 88 | 0 | 13 | 6 | 1 | -2
CCn1cc(C(=O)NCc2ccco2)c(=O)c2cc(S(=O)(=O)N3CCCCCC3)ccc21 | -11 | 7 | 0.78 | 85 | 2 | 36 | 5 | 0.9 | 10
CCCOc1ccc(NC(=O)C2CCCNC2=O)cc1 (configuration not stated) | 2 | -12 | -0.021 | 60 | 1 | 1 | 5 | 0.9 | 16
Cc1cc(C)c2c3c(sc2n1)C(=O)N(C)CC(=O)N3 | 1 | -12 | 0.17 | 117 | -2 | -15 | -21 | 0.9 | -16
Cc1ccc(C(=O)COC(=O)CNC(=O)c2ccco2)cc1 | -2 | -19 | 1.9 | 92 | 2 | 5 | 7 | 1 | -6
Cc1cc(C)nc(NC2=NCC(=O)N2c2ccc3c(c2)OCCO3)n1 | -15 | -4 | 0.2 | 123 | -11 | 25 | 4 | 1 | -12
O=C(CCCC(=O)n1cnc2ccccc21)n1cnc2ccccc21 | -1 | -10 | 0.052 | 123 | 4 | 2 | 2 | 0.9 | 0
COc1ccc(C(O)Cn2c(=N)n(CCCN(C)C)c3ccccc32)cc1 (configuration not stated) | 0 | -22 | 0.35 | 102 | 3 | 0 | -14 | 1 | -11
COc1ccc(OC)c(-n2nnnc2SCC(=O)NCc2ccc3c(c2)OCO3)c1 | -7 | -5 | 1.6 | 98 | 3 | 3 | 5 | 0.8 | 5
CCOC(=O)C1=C(C)NC(=O)NC1c1cn(-c2ccccc2)nc1-c1cccs1 (configuration not stated) | -6 | -11 | 2.8* | 75 | -5 | 19 | 5 | 0.9 | -11
CC(C)(C)NCC1(CO)SC(N)=NC1=O (configuration not stated) | 0 | -10 | 0.24 | 29 | -1 | 15 | -17 | 0.9 | 17
CN(C)C(CNS(=O)(=O)c1ccc(Br)cc1)c1cccnc1 (configuration not stated) | 3 | -9 | / | 72 | -1 | 6 | -18 | 1 | -24
